# Screens: PubChem BioAssay, Small Molecule Screening Facility, UW Madison
# SSB-PriA inh: inhibitors of Klebsiella pneumoniae PriA binding to SSB C-terminal tail | AlphaScreen SSBct-PriA binding, biotinylated peptide | actives 0.6% (n = 430,000) | inhibition, % at 33 µM; in the data active = inhibition mostly above about 37%, no sharp cut-off; inactive = mostly below about 20%;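 also: plate controls were negative control peptide for no effect and reference peptide for full effect; strong numbers were not always called active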
# * = called active by the depositor; & = joins results of further samples. The list is partial. The share of hits here may be higher or lower than overall.
mol,SSB-PriA inh
C=C(C)COc1ccc2oc(-c3ccc(OC)cc3)c(C(=O)NCc3ccco3)c2c1,-13.0
CCOC(=O)c1sc2nc(NC(=O)c3ccccc3OC)sc2c1C,0.0
CC(=O)Nc1ccc2nc(NC(=O)CCSc3ccc(Cl)cc3)sc2c1,-4.0&1.0
COc1cccc(C=NNc2nnc(C)n2N)c1O,-3.8
COc1cc(OC)cc(C(=O)Nc2cnc(N(C)C)nc2)c1,-15.0
Cc1ccc(-c2n[nH]c(=S)n2N=Cc2ccc(C)o2)cc1,-11.4
O=C(CCc1ccc(S(=O)(=O)N2CCOCC2)cc1)NN=Cc1ccc(O)c(O)c1O,10.3
CCOc1ccc(C(=O)NNC(=O)c2ccc(=O)n(Cc3ccccc3)c2)cc1OCC,-8.0

# Going on with the list.
mol,SSB-PriA inh
O=C(Cc1cccs1)N1CCC(Oc2ncccc2Br)CC1,-10.0
COc1ccccc1OCC(=O)N1CCC(Oc2ncccc2Cl)CC1,6.0
COc1ccc(NC(C)=O)cc1NC(=O)c1ccc(COc2cccc3c2OC(C)(C)C3)cc1,-11.0
CCC(=O)Nc1ccc2c(c1)c(=O)n(-c1ccccc1)n2CC(=O)Nc1cc(F)ccc1C,-18.0
CC(=NNC(=O)c1cccs1)c1cccnc1,-11.1
COc1nn(C)cc1C(=O)NCCn1ccnc1C1CC1,-15.0
O=C(COc1ccccc1)Nc1ccc(-c2ccc3nnc(-c4ccncc4)n3n2)cc1,8.0
O=c1ccc(-c2ccccc2)nn1CCN1CCN(S(=O)(=O)c2ccc3c(c2)OCCO3)CC1,-12.0&-6.0

# Following part.
mol,SSB-PriA inh
O=C(c1cnc2ccccc2n1)N1CCC(Oc2cccnn2)CC1,-7.0
Cc1cc(CCNC(=O)NC(C)(C)C)on1,-8.0
CC(=O)Nc1ccc(S(=O)(=O)N2CCC(Cn3ccnc3C)CC2)cc1,-13.0
CCOc1ccc2ccccc2c1C(=O)NC[C@@H](c1cccs1)N1CCOCC1,8.0
CC1CN(CC(=O)Nc2ccccc2F)CC(C)O1 (configuration not stated),0.0&2.0
COC(=O)C1=C(C)N=c2s/c(=C\c3ccco3)c(=O)n2C1/C=C/c1ccccc1 (configuration not stated),13.0
CCC(=O)Nc1ccc(S(=O)(=O)NCC2CCN(C3CCCC3)CC2)c(C)c1,6.0
CSC1CC2CCC(C1)N2C(=O)c1cc2cc(F)ccc2s1 (configuration not stated),-4.0

# The results go on.
mol,SSB-PriA inh
OCCN1CCN(CC(O)Cn2c3ccc(I)cc3c3cc(I)ccc32)CC1 (configuration not stated),24.0
COc1ccc(CCS(=O)(=O)Nc2ccc3c(c2)CN(C(C)=O)CC3)cc1,-14.0&-1.0
Cn1nc(-c2ccc(F)cc2)cc1C(=O)NCc1cncc(-c2cccs2)c1,-14.0
COC(=O)c1c(SCc2ccc(C)cc2)nc2ccccc2c1OCc1ccc(C)cc1,-36.0
Cc1cc2nnc(SCC(=O)c3ccc4ccccc4c3)n2c2ccccc12,-2.0
CCOc1ccccc1S(=O)(=O)NC[C@H](O)C1CCCCC1,1.0
O=C(Cc1ccccc1Cl)NCCn1nc(-n2cncn2)ccc1=O,-15.0
CO[C@@H](CNC(=O)c1ccc(F)cc1Cl)c1ccsc1,-18.0

# (cont.)
mol,SSB-PriA inh
O=C(NC[C@H](Cc1cccc(F)c1)n1cccc1)C1CC1,-3.0
O=C(COc1cccc2ccccc12)Oc1ccc([N+](=O)[O-])cc1,6.0
Cc1cc2nc(=O)c(C=C3C=Nc4ccccc43)c(N)n2o1,1.2
O=C(O)CCNC(=O)CN1C(=O)/C(=C/C=C/c2ccccc2)SC1=S,6.0
COc1ccccc1-c1ccc(SCC(=O)NCc2ccc(Cl)cc2)nn1,-8.0
OC(COCC(c1ccccc1)c1ccccc1)CN1CCc2ccccc2C1 (configuration not stated),-7.0
O=C(Nc1ccn2nccc2c1)c1nc2ccccc2s1,0.0
COc1ncc(N)c(C)c1Br,-6.0

# (cont.)
mol,SSB-PriA inh
COc1ccc(Br)c(C(=O)NCc2ccc(C(=O)c3ccco3)s2)c1,25.0
COC(=O)c1sccc1-c1ccc(C=NOCc2c(Cl)cccc2Cl)o1,-3.5
COc1cccc(-c2cn3c(C(=O)Nc4ccccn4)csc3n2)c1,8.0
Cc1ccnc(Nc2cc(N3CCN(C(=O)c4ccccn4)CC3)nc(C)n2)c1,-12.0
CN(CC#CCNC(=O)CCn1ccc(=O)[nH]c1=O)Cc1ccccc1,-15.0
O=C(Nc1ccc2c(c1)N(C(=O)c1ccccc1)CCC2)Oc1ccccc1,-3.0
CCOC(=O)c1c(NC(=O)c2ccc(S(=O)(=O)N(CC)CC)cc2)sc2c1CCCC2,-6.0
CC(C)S(=O)(=O)Nc1ccc2c(c1)OCC(C)(C)C(=O)N2,1.0

# Other entries follow:
mol,SSB-PriA inh
Cc1[nH]c(=O)[nH]c(=O)c1CCc1nnc(SCC(=O)NNC(=O)c2ccccc2)o1,-7.0
O=C(Nc1ccccc1CC(c1c[nH]c2ccccc12)c1c[nH]c2ccccc12)c1ccc(Cl)cc1,16.0
O=C1CNC(=S)N1Cc1ccc2c(c1)OCO2,12.0
CC1(C)OC2OC(C(=O)Oc3ccc([N+](=O)[O-])cc3)C3OC(C)(C)OC3C2O1 (configuration not stated),-5.0
COC(=O)c1ccc(NC(=O)CSc2nnc3ccc(-c4cccc(OC)c4)nn23)cc1,-16.0
S=c1[nH]nc(-c2ccc(Cl)cc2)n1N=C/C=C/c1ccco1,-5.8
O=C(NCCn1ncc2c(=O)n(Cc3ccccc3F)cnc21)c1ccc2c(c1)OCO2,-6.0
CCOC(=O)c1[nH]c2ccccc2c1NC(=O)c1ccc(N2C(=O)CCC2=O)cc1,-10.0

# Going on with the list.
mol,SSB-PriA inh
COc1ccc(CNC(=O)NCc2nc(C)no2)cc1OC,9.0
Cc1occc1C(=O)NN=Cc1cccs1,-13.3
Cc1nnc(NC(=O)CN2CCN(Cc3nc4ccccc4[nH]3)CC2)s1,-5.0
O=C(NC[C@@H](c1cccs1)N1CCc2ccccc21)c1ccccc1Br,19.0
O=C(COc1ccc(-n2cccn2)nn1)Nc1nc2ccccc2[nH]1,-16.0
O=C(COc1ccccc1)Nc1nc(-c2cc(Cl)ccc2Cl)cs1,1.0
CC1Oc2ccccc2OC1C(=O)Nc1cnn(C2CCOCC2)c1 (configuration not stated),-9.0
O=C(CSC1CCCC1)NCC1CCN(C(=O)c2cc3ccccc3o2)CC1,-15.0

# New compounds follow.
mol,SSB-PriA inh
O=[N+]([O-])c1ccccc1S(=O)(=O)NC(=NS(=O)(=O)c1ccccc1)c1ccccc1,-0.8
O=C(CSc1ccc(NC(=O)c2ccco2)nn1)NCc1ccccc1Cl,5.0
C#CCn1c(=NC(=O)c2ccc(N3C(=O)CCC3=O)cc2)sc2c(C)cc(C)cc21,-3.0
CS(=O)(=O)c1ccc(Nc2nc(CC(=O)NC3CCCC3)cs2)cc1,-6.0
CCOC(=O)c1ccc(NC(=O)CSc2cn(Cc3ccc(Br)cc3)c3ccccc23)cc1,-12.0&9.0
O=C(Nc1nc2c(Cl)cccc2s1)[C@@H]1CCCCN1S(=O)(=O)c1cccs1,-15.0
O=S(=O)(Cc1ccccc1)N1CCN(Cc2nc(-c3cccs3)cs2)CC1,0.0
NS(=O)(=O)c1ccc(NC(=O)C2Cc3ccc(Cl)cc3C(=O)O2)cc1 (configuration not stated),-14.0

# (further entries)
mol,SSB-PriA inh
Cc1nc(SCC(=O)Nc2cc(F)ccc2Cl)cc(-c2ccccn2)n1,-10.0
O=C(NCc1ccsc1)C(=O)NC1CC1,-6.0
CC12CCC(=O)N1CCCN2 (configuration not stated),-1.0
CCCOc1ccc(S(=O)(=O)NCc2ccsc2)cc1,-3.0
COc1ccc(CC(=O)NCCn2ncc3c(=O)n(Cc4cccc(F)c4)cnc32)cc1,-1.0
COc1ccc(-c2c(C)nn3c(-n4cnc5ccccc54)cc(C)nc23)cc1OC,6.0
Nc1c(C(=O)Nc2ccc(F)cc2)c2ccccn2c1C(=O)c1ccc(Cl)cc1,-9.0
O=C(NCCC(CCO)c1ccccc1)C(=O)NCC1CCCO1 (configuration not stated),-13.0

# The results go on:
mol,SSB-PriA inh
Cc1ccccc1-n1c(Cn2c(=O)sc3ccccc32)nnc1SCc1c(F)cccc1Cl,9.0
COc1ccc(OC)c(S(=O)(=O)NCc2ccco2)c1,-10.0
NC(=O)c1ccccc1OCC#CCNC(=O)c1ccoc1,9.0
CCCOc1ccc(CNC(=O)c2ccc(NC(=O)Cn3c(C)cc(C)c(C#N)c3=O)cc2)cc1,-6.0
CCC(=O)Nc1ccc(C(=O)NCCNS(=O)(=O)c2cc(F)ccc2OC)cc1,0.0
O=C(Cc1ccc(NC(=O)c2ccccc2Cl)cc1)NCc1cccs1,-26.0
O=C(Nc1nc(-c2ccccn2)cs1)c1ccccc1F,94.0*
CCCCC(=O)Nc1ccc2c(c1)CCC(=O)N2Cc1ccccc1,-9.0

# Further records follow.
mol,SSB-PriA inh
O=C(NN=Cc1c[nH]c2c1ccc1ccccc12)c1ccc([N+](=O)[O-])cc1,-14.3
COc1ccccc1C(CNC(=O)C(=O)Nc1cc(C)on1)OC (configuration not stated),-22.0
CCOc1ccc(CC(=O)Oc2coc(CSc3nccc(C)n3)cc2=O)cc1,2.0
COc1ccc(S(=O)(=O)Nc2ccc3c(c2)CN(C(=O)C2CC2)CC3)c(C)c1,-12.0&-6.0
COc1ccc(C=NNc2nc(=O)[nH]nc2C)cc1OC,-8.7
O=S(=O)(c1ccc(Br)cc1)N1CCS[C@H](c2cc(F)ccc2F)CC1,-3.0
C=CCNC(=O)C(=O)Nc1ccc(Cl)c(N2CCCS2(=O)=O)c1,-4.0
CCNc1cc(C)nc(N2CCN(S(=O)(=O)c3cc(C)c(C)cc3C)CC2)n1,-8.0

# Other entries
mol,SSB-PriA inh
CC(=O)Nc1sc2c(c1C(N)=O)CC(C)(C)NC2(C)C,8.0
COc1cc(C(=O)NN2C(=O)CSC2=S)cc(OC)c1OC,-5.0
Cc1cccc(CC(=O)NCCCc2ccc(N(C)C)cc2)c1,10.0
COc1ccc(Cl)cc1N1C(=O)NC2CC1(C)Oc1ccc([N+](=O)[O-])cc12 (configuration not stated),-7.0
O=C(Nc1ccc(S(=O)(=O)N2CCc3ccccc32)cc1)c1cccs1,-4.0
O=C(NN=Cc1coc2ccccc2c1=O)c1cc(Br)ccc1O,5.8
O=S1(=O)CC(O)C(Cl)C1 (configuration not stated),9.0
CC1CN(S(=O)(=O)c2ccc(F)c(Cl)c2)CC(C)O1 (configuration not stated),2.0

# Following part:
mol,SSB-PriA inh
CC(=NNC(=O)c1ccc(NS(=O)(=O)c2cccs2)cc1)c1ccc2ccccc2c1,17.6
O=C(CSc1c(-c2ccccc2)[nH]c2ccccc12)Nc1ccc2c(c1)OCO2,30.0
CC(C)Sc1ccc(CC(=O)N2CCN(c3ccc(-n4cncn4)nn3)CC2)cc1,-4.0
CCOC(=O)c1c(SCC(=O)NCc2ccco2)nc(=O)[nH]c1C,2.0
CC(C)COc1ccc(C(=O)O)cc1,-14.0&-6.0
O=S(=O)(C1CCCCC1)C1CN(S(=O)(=O)c2ccc(Cl)s2)C1,8.0
NC(=Nc1nc2ccccc2o1)NC(=O)c1ccccc1F,-1.9
COc1ccc(/C=C2\CS/C(=C\c3ccc(OC)cc3)C2=O)cc1,-3.0

# 5 neighbouring entries from above, quoted:
mol,SSB-PriA inh
CC(=NNC(=O)c1ccc(NS(=O)(=O)c2cccs2)cc1)c1ccc2ccccc2c1,17.6
O=C(CSc1c(-c2ccccc2)[nH]c2ccccc12)Nc1ccc2c(c1)OCO2,30.0
CC(C)Sc1ccc(CC(=O)N2CCN(c3ccc(-n4cncn4)nn3)CC2)cc1,-4.0
CCOC(=O)c1c(SCC(=O)NCc2ccco2)nc(=O)[nH]c1C,2.0
CC(C)COc1ccc(C(=O)O)cc1,-14.0&-6.0

# Other results follow.
mol,SSB-PriA inh
O=S(=O)(Cc1ccccc1Cl)NCC1CCN(S(=O)(=O)c2cccnc2)CC1,-4.0
Oc1c(Br)cc(Br)cc1C=Nc1ccc(-c2ccccc2)cc1,5.0
O=C(NCC(O)c1csc2ccccc12)c1csc(-c2ccccc2)n1 (configuration not stated),-16.0
COc1ccc2ccccc2c1CN,-3.0
O=C(COc1ccc(F)cc1)NCCn1ncc2c(=O)n(Cc3ccc(F)cc3)cnc21,0.0
O=C(NCCc1ccccc1)N1CCC(c2nnc(C3CC3)s2)CC1,-8.0&1.0
CCOC(=O)c1c(NC(=O)c2sc3ccccc3c2Cl)sc(Cc2ccc3c(c2)OCO3)c1C,-6.0&0.0
Cn1nc(CNC(=O)C(C)(C)C)cc1-c1ccncc1,-15.0

# Additional results.
mol,SSB-PriA inh
COc1ccc(Cl)cc1C(=O)Nc1cc(N2CCCS2(=O)=O)ccc1C,-20.0
COC(=O)NC1(C(=O)Nc2nc(-c3ccccn3)cs2)CCCC1,95.0*
CCNC(=S)NN=Cc1c(Cl)cccc1Cl,-3.0
O=C(c1cccs1)N1CCN(c2ccc(-c3cccs3)nn2)CC1,0.0
O=C(Nc1nc2ccc3ccccc3c2s1)c1cccc(F)c1,-16.0
NC(=O)Cc1csc(Nc2cccc(C(F)(F)F)c2)n1,-8.0&-3.0
COc1cc(COCC2CCN(CC(=O)Nc3ccc(F)cc3F)CC2)cc(OC)c1,-22.0
CCOc1ccc(C(=O)N2CCNC(=O)C2(C)C)cc1,-9.0

# Following part:
mol,SSB-PriA inh
Cc1nc(-c2ccc(N3CCN(C(=O)c4cc(-c5ccco5)[nH]n4)CC3)nc2)no1,-5.0
Cc1ccc(-n2c(C)cc(C=NNC(=O)Cn3c4ccccc4c(=O)c4ccccc43)c2C)cc1,-17.1
Cc1ccccc1C=NNC(=O)c1sccc1C,-7.1
O=C1C(=O)N(Cc2cccnc2)C(c2cccc([N+](=O)[O-])c2)C1=C(O)c1ccc2c(c1)OCO2 (configuration not stated),4.5
Cc1nc(N2CCN(C(=O)c3ccn[nH]3)CC2)cc(C(F)(F)F)n1,-5.0
Cc1nn(-c2ccccc2)c(C)c1C=NNC(=O)c1cc(C2CC2)[nH]n1,-5.8
